AGP1-GFP MLPCN = modulators of AGP1-GFP expression in yeast TOR pathway, primary screen, cell-based, multiplex flow cytometry, S. cerevisiae, MLPCN library; 3 h; GFP as percent of DMSO wells; GFP response vs DMSO, % at 10 µM; hit rate 0.02% among 320,000; AID 2066, 2009;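 active means GFP response relative to DMSO above a set limit, near screen average plus 3 SD, cut at about 150% in these data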;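 further: median GFP channel fluorescence of the gated AGP1 strain per well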
CIT2 TOR yeast = modulators of CIT2-GFP expression in yeast, primary screen, S. cerevisiae, GFP fusion, multiplex flow cytometry, MLPCN library; AID 2029, 2009; GFP response vs DMSO, % at 10 µM; hit rate 0.065% among 320,000; S. cerevisiae CIT2-GFP strain, 3 h; 100 means same as DMSO wells;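 active means GFP response relative to DMSO above a set limit, near the screen mean plus 3 SD, cut at about 150% in these data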;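 further: ratio of well median GFP fluorescence to mean of DMSO wells on the plate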
RPL19A TOR yeast = RPL19A-GFP expression modulators in yeast, primary screen, cell-based, S. cerevisiae, multiplex flow cytometry, MLPCN; hit rate 0.3% among 330,000; S. cerevisiae RPL19A-GFP strain, 3 h; active compounds read low; percent response vs DMSO, % at 10 µM;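 active means percent response vs DMSO below 50%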;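 further: median channel GFP fluorescence of the barcoded RPL19A-GFP strain; ratio of sample median GFP to plate DMSO average so 100% = DMSO; lower means less RPL19A-GFP as with rapamycin TOR inhibition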
LAP4 TOR yeast = modulators of LAP4-GFP expression in yeast, primary screen, S. cerevisiae, multiplex flow cytometry, MLPCN library. hit rate 0.34% among 320,000. 3 h; median GFP as percent of DMSO wells. GFP response vs DMSO, % at 10 µM;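 active means GFP response vs DMSO above a set limit, about the screen mean plus 3 SD, cut at about 150% in these data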
CR mimetic SO = reduction of superoxide in aged yeast, primary screen, HTS; hit rate 0.18% among 330,000; AID 2690, 2010; superoxide response (% of plate mean), % at 10 µM; S. cerevisiae aged cells, superoxide DHE fluorescence; active compounds read low;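 active means superoxide response under a set limit, about three screen SD below normal, cut at about 65% in these data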;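 further: yeast aged for seven days with compound at 30 °C before DHE staining; 100% = average MFI of all compound-treated wells on the plate with controls excluded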
AHR activator = AHR activators, primary screen, cell-based, luminescence, luciferase reporter, human | hit rate 2.5% among 320,000 | activation, % at 5 µM | AHR-responsive luciferase reporter cells | Aryl hydrocarbon receptor (Homo sapiens), P35869; in the data active means activation above about 47%;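 further: 0% = vehicle wells and 100% = reference agonist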
Target sequence (P35869 whole entry, looked up): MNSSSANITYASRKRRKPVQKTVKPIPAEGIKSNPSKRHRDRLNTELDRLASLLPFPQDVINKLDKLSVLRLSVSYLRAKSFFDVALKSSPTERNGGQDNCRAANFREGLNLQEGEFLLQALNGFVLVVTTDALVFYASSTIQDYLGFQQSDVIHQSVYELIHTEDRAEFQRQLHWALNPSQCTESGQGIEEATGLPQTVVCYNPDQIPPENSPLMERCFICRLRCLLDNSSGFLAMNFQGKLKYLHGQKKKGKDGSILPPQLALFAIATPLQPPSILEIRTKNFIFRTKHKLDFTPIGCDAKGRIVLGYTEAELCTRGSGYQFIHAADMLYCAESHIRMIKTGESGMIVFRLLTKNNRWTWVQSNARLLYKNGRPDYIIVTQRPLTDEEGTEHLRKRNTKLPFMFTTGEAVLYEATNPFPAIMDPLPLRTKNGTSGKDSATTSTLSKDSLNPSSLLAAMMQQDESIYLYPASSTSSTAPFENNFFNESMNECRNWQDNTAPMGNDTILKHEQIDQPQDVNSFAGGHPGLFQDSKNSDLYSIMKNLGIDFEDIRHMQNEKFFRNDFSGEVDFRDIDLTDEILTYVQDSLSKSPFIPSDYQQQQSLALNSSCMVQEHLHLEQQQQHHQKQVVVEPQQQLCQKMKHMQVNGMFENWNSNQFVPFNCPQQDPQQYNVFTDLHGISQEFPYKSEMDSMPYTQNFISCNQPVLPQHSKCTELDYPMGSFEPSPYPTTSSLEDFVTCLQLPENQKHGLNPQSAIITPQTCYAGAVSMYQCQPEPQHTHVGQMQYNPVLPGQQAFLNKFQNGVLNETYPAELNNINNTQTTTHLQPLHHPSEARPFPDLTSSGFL
MEP2 TOR yeast = modulators of MEP2-GFP levels in yeast, primary screen, S. cerevisiae, multiplex flow cytometry, MLPCN library; S. cerevisiae MEP2-GFP strain, 3 h; 100% = DMSO control level; GFP response vs DMSO, % at 10 µM; hit rate 0.51% among 330,000;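 active means GFP response versus DMSO above a set limit, roughly screen mean plus 3 SD, cut at about 180% in these data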;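 further: median GFP fluorescence of the barcode-gated MEP2-GFP cells per well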
Efflux pump inh = inhibitors of Candida efflux pumps in yeast, primary screen, S. cerevisiae, Nile Red, multiplex. S. cerevisiae Candida pump triplex. inhibition, % at 10 µM. hit rate 0.44% among 330,000. AID 485275, 2010;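 active means plate passing quality check with inhibition over a set limit, or well fluorescence over plate mean plus 4 SD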;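 further: Nile Red retained in pooled yeast measured as flow cytometry median fluorescence; 0% = buffer negative control and 100% = Enniatin B positive control; higher means more Nile Red kept so more efflux inhibition; some compounds called inactive have numbers as strong as hits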
Starred values were filed as active, the others as inactive.

Results for CCCCC[C@@H]1C=C(C(=O)O)[C@H](c2ccc(F)cc2)N1S(=O)(=O)c1ccc(C)cc1 ?
AGP1-GFP MLPCN: 92; CIT2 TOR yeast: 93; RPL19A TOR yeast: 94; LAP4 TOR yeast: 91; CR mimetic SO: 96; AHR activator: 1; MEP2 TOR yeast: 91; Efflux pump inh: 0.0

How did O=c1[nH]cnc(O)c1C(c1ccc([N+](=O)[O-])cc1)c1c(O)nc[nH]c1=O do in these assays?
AGP1-GFP MLPCN: 101; CIT2 TOR yeast: 105; RPL19A TOR yeast: 106; LAP4 TOR yeast: 93; CR mimetic SO: 98; AHR activator: 1; MEP2 TOR yeast: 110; Efflux pump inh: 0.1

How did CCOC(=O)c1cn[nH]c1NC(=S)Nc1ccc(Cl)cc1 do in these assays?
AGP1-GFP MLPCN: 97; CIT2 TOR yeast: 98; RPL19A TOR yeast: 98; LAP4 TOR yeast: 109; CR mimetic SO: 105; AHR activator: -4; MEP2 TOR yeast: 98; Efflux pump inh: 0.1

What do the screens show for `CN(C)S(=O)(=O)c1ccc(Cl)c(NC(=O)CNC2(C)CCS(=O)(=O)C2)c1` (configuration not stated)?
AGP1-GFP MLPCN: 99; CIT2 TOR yeast: 96; RPL19A TOR yeast: 100; LAP4 TOR yeast: 93; CR mimetic SO: 127; AHR activator: 1; MEP2 TOR yeast: 102; Efflux pump inh: 0.2

How did CCN(CC)S(=O)(=O)c1cccc(-c2nnc(SCC(=O)NC)n2CCc2ccccc2)c1 do in these assays?
AGP1-GFP MLPCN: 99; CIT2 TOR yeast: 100; RPL19A TOR yeast: 94; LAP4 TOR yeast: 97; CR mimetic SO: 101; AHR activator: 1; MEP2 TOR yeast: 97; Efflux pump inh: 0.0

Results for Cc1cc(=O)oc2cc(OC(=O)CCN3C(=O)c4ccccc4C3=O)ccc12 ?
AGP1-GFP MLPCN: 102; CIT2 TOR yeast: 99; LAP4 TOR yeast: 104; CR mimetic SO: 114; AHR activator: 0; MEP2 TOR yeast: 97; Efflux pump inh: 0.0

Results for c1coc(-c2nc3ccccc3nc2-c2ccco2)c1 ?
AGP1-GFP MLPCN: 83; CIT2 TOR yeast: 100; RPL19A TOR yeast: 96; LAP4 TOR yeast: 125; CR mimetic SO: 112; AHR activator: 16; MEP2 TOR yeast: 94; Efflux pump inh: 0.0

How did COc1ccc(CC(=O)Nc2ccc(OC(C)=O)cc2C(=O)O)cc1 do in these assays?
AGP1-GFP MLPCN: 99; CIT2 TOR yeast: 108; RPL19A TOR yeast: 100; LAP4 TOR yeast: 92; CR mimetic SO: 103; AHR activator: 3; MEP2 TOR yeast: 109; Efflux pump inh: 0.1

How did CCCCc1cc(=O)oc2cc(OCC(=O)NCCN3CCOCC3)c(Cl)cc12 do in these assays?
AGP1-GFP MLPCN: 83; CIT2 TOR yeast: 111; RPL19A TOR yeast: 103; LAP4 TOR yeast: 108; CR mimetic SO: 122; AHR activator: 0; MEP2 TOR yeast: 106; Efflux pump inh: -0.1

What do the screens show for `CCCCc1n[nH]c(=S)n1Cc1ccc(Cl)cc1`?
AGP1-GFP MLPCN: 97; CIT2 TOR yeast: 98; RPL19A TOR yeast: 102; LAP4 TOR yeast: 85; CR mimetic SO: 93; AHR activator: -4; MEP2 TOR yeast: 98; Efflux pump inh: -0.1

Reprinted from the part before: 2 compounds, followed by the next part.
How did CCCCc1cc(=O)oc2cc(OCC(=O)NCCN3CCOCC3)c(Cl)cc12 do in these assays?
AGP1-GFP MLPCN: 83; CIT2 TOR yeast: 111; RPL19A TOR yeast: 103; LAP4 TOR yeast: 108; CR mimetic SO: 122; AHR activator: 0; MEP2 TOR yeast: 106; Efflux pump inh: -0.1

What do the screens show for `CCCCc1n[nH]c(=S)n1Cc1ccc(Cl)cc1`?
AGP1-GFP MLPCN: 97; CIT2 TOR yeast: 98; RPL19A TOR yeast: 102; LAP4 TOR yeast: 85; CR mimetic SO: 93; AHR activator: -4; MEP2 TOR yeast: 98; Efflux pump inh: -0.1

Results for COc1cccc2c(=O)n(CC(=O)N3CCN(c4ccccc4)CC3)ccc12 ?
AGP1-GFP MLPCN: 106; CIT2 TOR yeast: 100; RPL19A TOR yeast: 106; LAP4 TOR yeast: 105; CR mimetic SO: 103; AHR activator: 0; MEP2 TOR yeast: 100; Efflux pump inh: 0.0

How did CC(C)CN1C(=O)C(=O)N(CC(=O)c2ccc3c(c2)OCO3)C1=O do in these assays?
AGP1-GFP MLPCN: 104; CIT2 TOR yeast: 91; RPL19A TOR yeast: 96; LAP4 TOR yeast: 94; CR mimetic SO: 94; AHR activator: 1; MEP2 TOR yeast: 93; Efflux pump inh: 0.1

How did COc1cc2ncnc(NCc3ccccc3C)c2cc1OC do in these assays?
AGP1-GFP MLPCN: 104; CIT2 TOR yeast: 107; RPL19A TOR yeast: 101; LAP4 TOR yeast: 100; CR mimetic SO: 91; AHR activator: 22; MEP2 TOR yeast: 100; Efflux pump inh: 0.1

Results for CCNC(=O)C1CC(=O)N(c2ccc(OCC)cc2)C1 (configuration not stated) ?
AGP1-GFP MLPCN: 109; CIT2 TOR yeast: 106; RPL19A TOR yeast: 105; LAP4 TOR yeast: 106; CR mimetic SO: 101; AHR activator: 4; MEP2 TOR yeast: 101; Efflux pump inh: 0.2

What do the screens show for `COc1cc(CCCN2C(N)=NC[C@@H]2Cc2ccc(O)cc2)cc(OC)c1OC`?
AGP1-GFP MLPCN: 99; CIT2 TOR yeast: 92; RPL19A TOR yeast: 100; LAP4 TOR yeast: 94; CR mimetic SO: 109; AHR activator: 2; MEP2 TOR yeast: 102; Efflux pump inh: 0.2

Results for O=C(Nc1ccccc1C(=O)N1CCN(c2cccc(Cl)c2)CC1)C1=CSCCO1 ?
AGP1-GFP MLPCN: 92; CIT2 TOR yeast: 96; RPL19A TOR yeast: 95; LAP4 TOR yeast: 91; CR mimetic SO: 101; AHR activator: 1; MEP2 TOR yeast: 86; Efflux pump inh: 0.1

Results for O=C(NS(=O)(=O)c1ccccc1[N+](=O)[O-])c1ccccc1 ?
AGP1-GFP MLPCN: 87; CIT2 TOR yeast: 86; RPL19A TOR yeast: 103; LAP4 TOR yeast: 82; CR mimetic SO: 86; AHR activator: 2; MEP2 TOR yeast: 86; Efflux pump inh: -0.4

How did Cc1ccc(N=Nc2cc(C)ccc2N)cc1 do in these assays?
AGP1-GFP MLPCN: 90; CIT2 TOR yeast: 109; RPL19A TOR yeast: 106; LAP4 TOR yeast: 102; CR mimetic SO: 109; AHR activator: -1; MEP2 TOR yeast: 107; Efflux pump inh: -0.1

Results for Cc1c(Cc2ccccc2)c(NCCCO)n2c(nc3ccccc32)c1C#N ?
AGP1-GFP MLPCN: 106; CIT2 TOR yeast: 94; RPL19A TOR yeast: 102; LAP4 TOR yeast: 110; CR mimetic SO: 106; AHR activator: 26; MEP2 TOR yeast: 96; Efflux pump inh: -0.1

How did O=C(COc1ccccc1)Nc1nnc(S(=O)(=O)N2CCCCC2)s1 do in these assays?
AGP1-GFP MLPCN: 102; CIT2 TOR yeast: 100; RPL19A TOR yeast: 97; LAP4 TOR yeast: 93; CR mimetic SO: 73; AHR activator: 2; MEP2 TOR yeast: 95; Efflux pump inh: 0.0

What do the screens show for `O=C(c1cnn(C(=O)c2cccc(S(=O)(=O)N3CCOCC3)c2)c1)c1cc(Cl)cc(Cl)c1O`?
AGP1-GFP MLPCN: 111; CIT2 TOR yeast: 100; RPL19A TOR yeast: 102; LAP4 TOR yeast: 98; CR mimetic SO: 102; AHR activator: 2; MEP2 TOR yeast: 105; Efflux pump inh: 0.1

How did CCOC(=O)N1CCC(N2Cc3cccc(C(=O)Nc4c(C)cccc4CC)c3C2=O)CC1 do in these assays?
AGP1-GFP MLPCN: 102; CIT2 TOR yeast: 98; RPL19A TOR yeast: 98; LAP4 TOR yeast: 106; CR mimetic SO: 138; AHR activator: 16; MEP2 TOR yeast: 98; Efflux pump inh: -0.1

How did Cc1cc(=O)oc2cc(OCc3nnc(-c4ccccc4Br)o3)ccc12 do in these assays?
AGP1-GFP MLPCN: 99; CIT2 TOR yeast: 96; RPL19A TOR yeast: 102; LAP4 TOR yeast: 107; CR mimetic SO: 108; AHR activator: -6; MEP2 TOR yeast: 106; Efflux pump inh: 0.2

How did COc1cc(OC)cc(OCC(O)Cn2cnc3cc(C)c(C)cc32)c1 (configuration not stated) do in these assays?
AGP1-GFP MLPCN: 104; CIT2 TOR yeast: 110; RPL19A TOR yeast: 102; LAP4 TOR yeast: 101; CR mimetic SO: 91; AHR activator: 6; MEP2 TOR yeast: 101; Efflux pump inh: 0.0

What do the screens show for `CN(CCC(=O)c1ccccc1)CCC(=O)c1ccccc1`?
AGP1-GFP MLPCN: 104; CIT2 TOR yeast: 106; RPL19A TOR yeast: 110; LAP4 TOR yeast: 85; CR mimetic SO: 100; MEP2 TOR yeast: 109; Efflux pump inh: -0.1

Results for CC1=CC(C)(C)N(S(=O)(=O)c2ccc(F)cc2)c2ccc(C)cc21 ?
AGP1-GFP MLPCN: 110; CIT2 TOR yeast: 103; RPL19A TOR yeast: 106; LAP4 TOR yeast: 106; CR mimetic SO: 103; AHR activator: -2; MEP2 TOR yeast: 102; Efflux pump inh: -0.1

Results for CCC(COC)NC(=O)CCc1nnc(Cc2c[nH]c3ccccc23)o1 (configuration not stated) ?
AGP1-GFP MLPCN: 102; CIT2 TOR yeast: 101; RPL19A TOR yeast: 103; LAP4 TOR yeast: 91; CR mimetic SO: 112; AHR activator: 3; MEP2 TOR yeast: 106; Efflux pump inh: 0.0

Results for O=C(CS(=O)(=O)c1ccccc1)N1CCCCC1 ?
AGP1-GFP MLPCN: 92; CIT2 TOR yeast: 100; RPL19A TOR yeast: 107; LAP4 TOR yeast: 79; CR mimetic SO: 102; AHR activator: 1; MEP2 TOR yeast: 99; Efflux pump inh: 0.0

How did CCNc1nc(NCC)n2c(SCC(=O)Nc3ccccc3[N+](=O)[O-])nnc2n1 do in these assays?
AGP1-GFP MLPCN: 99; CIT2 TOR yeast: 96; RPL19A TOR yeast: 106; LAP4 TOR yeast: 87; CR mimetic SO: 110; AHR activator: 5; MEP2 TOR yeast: 104; Efflux pump inh: 0.5

How did O=C1NCCCC1C(=O)N1CCCCC1 (configuration not stated) do in these assays?
AGP1-GFP MLPCN: 98; CIT2 TOR yeast: 99; RPL19A TOR yeast: 89; LAP4 TOR yeast: 105; CR mimetic SO: 96; AHR activator: -1; MEP2 TOR yeast: 86; Efflux pump inh: -0.1

Results for CCN(CC)CCN(C(=O)c1ccc(Br)s1)c1nc2cc3c(cc2s1)OCCO3 ?
AGP1-GFP MLPCN: 104; CIT2 TOR yeast: 109; RPL19A TOR yeast: 100; LAP4 TOR yeast: 102; CR mimetic SO: 80; AHR activator: 5; MEP2 TOR yeast: 102; Efflux pump inh: -0.1

How did COc1ccc(CCN2CCCC(CN(C)C(=O)c3ccoc3)C2)cc1 (configuration not stated) do in these assays?
AGP1-GFP MLPCN: 85; CIT2 TOR yeast: 110; RPL19A TOR yeast: 106; LAP4 TOR yeast: 69; CR mimetic SO: 106; MEP2 TOR yeast: 94; Efflux pump inh: -0.1

How did CC(C)Sc1nc2c([nH]1)c(=N)ncn2Cc1ccccc1 do in these assays?
AGP1-GFP MLPCN: 101; CIT2 TOR yeast: 99; RPL19A TOR yeast: 98; LAP4 TOR yeast: 104; CR mimetic SO: 95; AHR activator: 1; MEP2 TOR yeast: 102; Efflux pump inh: -0.2

Results for COc1ccc(NC(=O)CN2CCOCC2)cc1 ?
AGP1-GFP MLPCN: 93; CIT2 TOR yeast: 101; RPL19A TOR yeast: 99; LAP4 TOR yeast: 108; CR mimetic SO: 102; AHR activator: -1; MEP2 TOR yeast: 102; Efflux pump inh: 0.0

High-throughput results as filed in PubChem BioAssay.
